MT1-MMP act inh = MT1-MMP (human) activation inhibition; P50281; HT1080 RFP-PRO-GFP cells, GFP/RFP ratio fluorescence, overnight; percent of plate control window, DMSO zero; GFP/RFP ratio change, % at 20 µM; actives 0.061% (n = 360,000);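 active = GFP/RFP ratio change of at least 30% with cell ATP level not reduced by more than half and red fluorescence within 50% of control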; also: strong numbers were not always called active
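Material: RFP-PRO-GFP reporter HT1080 cells. Dosing: single-point 20 µM compound, 1% DMSO. Controls: DMSO and RFP-L50D-GFP cell wells. Timing: cells overnight before dosing, compound overnight, 37 °C, 5% CO2. Measure: GFP/RFP fluorescence ratio.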
SKN-1 inh = blocks SKN-1 activity in C. elegans | C. elegans VP596 Pgst-4::GFP/RFP ratio, acrylamide-induced, 24 h | inhibition, % at 21.8 µM | actives 0.49% (n = 360,000) | AID 624304;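 active = interference check ratio from 0.5 to 1.5 plus GFP to RFP signal ratio inhibition reaching or exceeding a fixed threshold, cut at about 30% in these data, passing the limit was not always enough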; also: some compounds called inactive have numbers as strong as hits
PABP1 MLLE inh = blocks PAM2 peptide binding to the PABP1 MLLE domain; GST-MLLE / FITC-PAM2 fluorescence polarization; inhibition, % at 20 µM; actives 0.36% (n = 360,000); in the data active = inhibition above about 35%, passing the limit was not always enough;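 also: plate controls were DMSO wells with GST-MLLE for no effect and wells lacking GST-MLLE protein for full effect; some results filed as inactive read as strong as hits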
CSN deneddyl inh = CSN deneddylation inhibition. actives 0.38% (n = 360,000). inhibition, % at 12.5 µM. Purified CSN, SCF-Nedd8-OG deneddylation, fluorescence polarization. AID 651999;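 active = pattern-corrected inhibition above about 35%, with an unprinted fluorescence ratio check between 0.5 and 1.5, limit read from the data, passing the limit was not always enough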;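 also: 0% = enzyme with substrate and 100% = substrate without enzyme; some results filed as inactive read as strong as hits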
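Test system: Human Csn5 produced in HEK293T cells | Compound: 12.5 µM single point | Times: 90 min, room temperature | Signal: Fluorescence polarization readout | Read-out basis: % inhibition of substrate cleavage by Csn5 | Controls: no-enzyme wells high, enzyme-with-substrate wells low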
FAS-TE inh = FAS thioesterase (human) inhibition | inhibition, % at 15 µM | actives 0.67% (n = 360,000) | recombinant FAS-TE, OMFH fluorogenic substrate, fluorescence endpoint | AID 602261 | P49327;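 active = compounds whose normalised, plate-corrected inhibition of enzyme fluorescence in the single-dose primary screen is 50% or more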;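 also: 0% = DMSO with enzyme and 100% = substrate without enzyme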
Target sequence (P49327 whole entry, looked up): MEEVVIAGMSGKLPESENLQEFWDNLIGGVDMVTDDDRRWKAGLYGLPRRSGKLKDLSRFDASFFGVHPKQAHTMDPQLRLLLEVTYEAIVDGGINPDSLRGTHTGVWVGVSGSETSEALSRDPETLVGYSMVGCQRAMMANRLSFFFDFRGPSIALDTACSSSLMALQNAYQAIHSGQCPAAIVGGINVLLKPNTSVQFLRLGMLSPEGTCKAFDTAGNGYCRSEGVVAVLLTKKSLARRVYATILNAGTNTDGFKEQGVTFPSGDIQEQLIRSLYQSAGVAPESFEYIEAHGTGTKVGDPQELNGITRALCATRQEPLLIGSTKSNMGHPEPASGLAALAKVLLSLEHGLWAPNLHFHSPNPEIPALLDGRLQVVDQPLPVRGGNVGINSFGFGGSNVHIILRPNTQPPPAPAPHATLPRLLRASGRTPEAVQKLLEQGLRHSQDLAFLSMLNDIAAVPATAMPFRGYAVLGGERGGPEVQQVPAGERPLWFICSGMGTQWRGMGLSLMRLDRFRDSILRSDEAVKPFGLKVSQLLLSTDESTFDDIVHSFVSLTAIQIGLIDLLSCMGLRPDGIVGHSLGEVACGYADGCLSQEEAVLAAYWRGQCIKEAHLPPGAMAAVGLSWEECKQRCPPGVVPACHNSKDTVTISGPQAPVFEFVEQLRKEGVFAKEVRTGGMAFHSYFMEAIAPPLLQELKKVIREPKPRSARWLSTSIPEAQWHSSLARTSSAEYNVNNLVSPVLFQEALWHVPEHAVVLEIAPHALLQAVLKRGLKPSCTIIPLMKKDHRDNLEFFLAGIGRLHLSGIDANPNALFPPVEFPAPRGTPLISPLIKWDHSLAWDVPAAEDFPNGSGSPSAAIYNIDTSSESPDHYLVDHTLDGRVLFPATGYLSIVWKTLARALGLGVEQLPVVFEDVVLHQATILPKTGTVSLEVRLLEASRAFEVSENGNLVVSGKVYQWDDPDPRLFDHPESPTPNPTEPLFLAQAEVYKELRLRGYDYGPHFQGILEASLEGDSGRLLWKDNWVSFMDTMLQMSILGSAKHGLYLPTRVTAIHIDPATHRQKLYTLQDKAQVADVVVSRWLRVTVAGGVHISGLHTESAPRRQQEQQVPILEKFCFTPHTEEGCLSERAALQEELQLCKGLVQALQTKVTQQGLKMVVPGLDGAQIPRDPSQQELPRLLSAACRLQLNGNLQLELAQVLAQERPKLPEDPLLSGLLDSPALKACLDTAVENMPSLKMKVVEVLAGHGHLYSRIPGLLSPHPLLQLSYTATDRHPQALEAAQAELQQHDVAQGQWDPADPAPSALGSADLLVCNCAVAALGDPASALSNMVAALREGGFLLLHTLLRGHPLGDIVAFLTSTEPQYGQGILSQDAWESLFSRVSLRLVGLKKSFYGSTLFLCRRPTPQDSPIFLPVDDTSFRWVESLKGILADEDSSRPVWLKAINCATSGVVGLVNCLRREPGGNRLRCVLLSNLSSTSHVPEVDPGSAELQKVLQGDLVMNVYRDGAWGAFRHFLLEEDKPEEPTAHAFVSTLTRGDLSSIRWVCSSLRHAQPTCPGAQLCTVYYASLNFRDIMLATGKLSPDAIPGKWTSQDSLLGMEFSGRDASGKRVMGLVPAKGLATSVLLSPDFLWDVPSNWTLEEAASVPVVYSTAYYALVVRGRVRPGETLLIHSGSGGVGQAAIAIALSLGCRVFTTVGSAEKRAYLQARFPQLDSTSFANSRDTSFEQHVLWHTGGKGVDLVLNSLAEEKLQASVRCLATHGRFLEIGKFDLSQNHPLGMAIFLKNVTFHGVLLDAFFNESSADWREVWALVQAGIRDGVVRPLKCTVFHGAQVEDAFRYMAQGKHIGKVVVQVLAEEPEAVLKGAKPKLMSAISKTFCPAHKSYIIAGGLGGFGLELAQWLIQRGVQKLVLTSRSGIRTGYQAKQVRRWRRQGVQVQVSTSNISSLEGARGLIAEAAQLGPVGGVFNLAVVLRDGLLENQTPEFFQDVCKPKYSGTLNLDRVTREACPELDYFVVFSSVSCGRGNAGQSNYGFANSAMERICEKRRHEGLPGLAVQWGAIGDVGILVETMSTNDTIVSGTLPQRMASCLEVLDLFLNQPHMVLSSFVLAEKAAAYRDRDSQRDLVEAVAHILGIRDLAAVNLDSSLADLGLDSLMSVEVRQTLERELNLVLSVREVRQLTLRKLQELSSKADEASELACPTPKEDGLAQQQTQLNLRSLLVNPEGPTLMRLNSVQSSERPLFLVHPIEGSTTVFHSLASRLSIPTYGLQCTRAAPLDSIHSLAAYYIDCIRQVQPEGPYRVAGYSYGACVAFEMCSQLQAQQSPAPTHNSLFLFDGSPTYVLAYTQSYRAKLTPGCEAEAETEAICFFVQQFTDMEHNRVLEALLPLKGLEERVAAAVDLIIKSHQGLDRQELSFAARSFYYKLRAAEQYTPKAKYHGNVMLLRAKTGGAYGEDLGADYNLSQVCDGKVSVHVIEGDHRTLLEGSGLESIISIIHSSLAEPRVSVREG
Rin1-Abl PPI inh = human Rin1-Abl interaction inhibition. P00519+Q13671. TR-FRET Rin1/Abl binding, biochemical. inhibition, % at 7.35 µM. actives 0.4% (n = 360,000). AID 588664; in the data active = inhibition above about 5%, passing the limit was not always enough
Neddyl block = cullin neddylation inhibition. P61081+Q13564. TR-FRET cullin neddylation, biochemical. calls only at 25 µM. actives 0.58% (n = 360,000). AID 651699; in the data active = inhibition above about 36%
NadD block = NadD (S. aureus) enzyme inhibition | purified NadD enzyme, colorimetric absorbance read-out | inhibition, % at 20 µM | actives 0.78% (n = 360,000); in the data active = inhibition above about 26%; also: some compounds past the cut are filed as inactive
Rpn11 inh = blocks the human proteasome subunit Rpn11. human 26S proteasome, Ub4-pepOG fluorescence polarization; 20S core pre-blocked with epoxomicin. calls only at 20 µM. actives 0.59% (n = 360,000). AID 588493;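 active = inhibition at 20 µM, scaled to each plate's controls, above about 33%, limit read from the data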
The depositor's hits bear a star; i = inactive; . = no result given; + = active, no number. Compounds as they come; 3.9% or so of the library scored in one or more.

Results follow in this order: NadD block	FAS-TE inh	PABP1 MLLE inh	CSN deneddyl inh	SKN-1 inh	Rin1-Abl PPI inh	MT1-MMP act inh	Neddyl block	Rpn11 inh
> CCOC(=O)CNC(=O)c1c(C)nn(-c2ccccc2)c1Cl
  -1	-7	9	-8	-23	1	-1	i	i
> COc1ccc(C(=O)c2ccc([N+](=O)[O-])cc2Cl)cc1
  -4	13	-1	-13	-3	-1	-2	i	i
> CC1(C)Cc2cccc(OCC(N)=O)c2O1
  -1	-5	-4	-1	-16	2	0	i	i
> CCOc1cc(/C=N/NC(=O)c2ccncc2)cc(Br)c1O
  3	-5	-1	1	-10	-3	5	i	i
> COC(=O)[C@@H](NC(=O)CCc1nnc(-c2ccsc2)o1)C(C)C
  -5	-2	-3	-1	5	2	0	i	i
> CCOC(=O)C1CCN(c2nc3ccccc3nc2C(C#N)C(=O)OCCOC)CC1 (stereo not given)
  0	13	-19	-3	0	-4	-19	i	i
> CN1CCN(C(=O)C2CCCN(S(=O)(=O)c3ccc(Cl)cc3)C2)CC1 (stereo not given)
  -5	-1	8	5	-15	3	1	i	i
> CCN(CC)CCn1c2c(c(SCC(=O)NCc3ccccc3)nc1=O)CCCC2
  1	-3	-3	-3	11	1	-2	i	i
> O=C1C=C(O)CC(c2cccs2)C1 (stereo not given)
  0	-4	-1	-1	-9	-1	10	i	i
> CCNS(=O)(=O)c1ccc(OC)c(C)c1
  -2	-10	-1	-2	-7	0	4	i	i
> CCn1c2ccccc2c2cc(NC(=O)CNC)ccc21
  2	-1	-6	-1	15	0	0	i	i
> CC(C)(CNC(=O)CCNC(=O)c1ccc(Br)cc1)N1CCOCC1
  -1	-3	3	0	14	0	-2	i	i
> CC1(C)c2cc(O)ccc2OC1N1CCOCC1 (stereo not given)
  -5	-1	5	4	-3	4	-3	i	i
> O=C(Nc1cccc(Cl)c1)c1cnccn1
  -7	-3	-1	3	3	3	-2	i	i
> COc1ccccc1NC(=O)C1=C(C)Nc2nc3ccccc3n2C1c1cccs1 (stereo not given)
  7	14	-11	6	3	1	-5	i	i

Following part
Results follow in this order: NadD block	FAS-TE inh	PABP1 MLLE inh	CSN deneddyl inh	SKN-1 inh	Rin1-Abl PPI inh	MT1-MMP act inh	Neddyl block	Rpn11 inh
> CCn1c(C)cc(C(=O)CSc2nnnn2C2CCCC2)c1C
  -1	8	-37	0	17	1	1	i	i
> CCOc1c(Nc2cccc(Cl)c2)c(=O)c1=O
  5	-5	3	-2	14	-1	-1	i	i
> CCCCC(=O)Nc1ccc(C(=O)N2CCN(C)CC2)cc1
  6	-5	-7	3	11	1	2	i	i
> Cc1cccc(N(CC(=O)N2CCOCC2)S(C)(=O)=O)c1
  4	-8	9	4	7	2	-2	i	i
> Cc1nc2sc(C)c(C)c2c(=O)o1
  -2	-5	16	9	4	-1	-3	i	i
> NC(=O)c1oc2ccccc2c1NC(=O)c1nc2ccccc2s1
  15	0	3	6	-12	-1	12	i	i
> O=[N+]([O-])c1ccc(/C=N/Nc2nc(N3CCCCC3)nc(N3CCCCC3)n2)o1
  13	13	-23	13	-10	-5	-6	i	i
> C/C(=C\C1CCCCC1)C(NC(=O)c1ccc(C(F)(F)F)cc1)c1ccc(-c2ccccc2)cc1 (stereo not given)
  12	21	-7	-3	-13	0	-6	i	i
> COc1cc(OC)c2c(-c3cccc(-c4ccc(O)cc4)c3)cc(=O)oc2c1
  4	16	-1	-5	3	-3	-2	i	i
> C[C@H](CO)N1C[C@H](C)[C@H](CN(C)C(=O)c2ccncc2)OCc2ccccc2-c2c(n(C)c3ccccc23)C1=O
  4	-5	-11	3	-2	-1	-5	i	i
> CC=CCn1c(SCCCc2ccccc2)nc2c1c(=O)[nH]c(=O)n2C
  -3	7	6	-2	8	4	3	i	i
> COc1ccc(NC(=O)C(NC(=O)c2ccc(=O)[nH]c2)c2ccccc2)cc1 (stereo not given)
  0	-5	4	-4	-2	2	4	i	i
> CCCS/C(N)=N/N=C/c1ccccc1O
  -2	-4	-3	-2	11	1	6	i	i
> CCOc1ccccc1N1CN(CC)CNC1=S
  -8	-4	-64	3	11	3	-8	i	i
> COc1ccc(/C=C/C(=O)OCC(=O)NC2CCCC(C)C2C)cc1S(=O)(=O)N1CCOCC1 (stereo not given)
  11	2	-5	3	9	2	1	i	i

Next part:
Results follow in this order: NadD block	FAS-TE inh	PABP1 MLLE inh	CSN deneddyl inh	SKN-1 inh	Rin1-Abl PPI inh	MT1-MMP act inh	Neddyl block	Rpn11 inh
> O=C(COC(=O)CC1CCCC1)Nc1ccc(Br)cc1F
  1	19	-5	-4	-9	1	-2	i	i
> CCCS(=O)(=O)NC(=O)C1(C)CCCN(C(=O)c2ccc3ccccc3n2)C1 (stereo not given)
  -3	-5	2	-2	11	-1	-4	i	i
> Cc1ccc(NC(=O)c2cc(-n3cnnc3)ccc2Cl)c(C)c1
  5	-3	0	-1	7	-5	6	i	i
> O=C1OCCC1Sc1nnc(-c2ccco2)o1 (stereo not given)
  -3	-6	-43	73	-7	1	1	i	i
> COCC(=O)NCCNc1nc2ccc(C)cc2cc1C
  2	-12	-1	-2	-2	2	1	i	i
> O=C(Cn1cc2c(n1)CCCCC2)Nc1ccccc1Br
  -5	7	-6	-6	1	0	-1	i	i
> CC1=NNC(=O)C1Cc1ccccc1 (stereo not given)
  -8	-5	-1	1	-3	-1	6	i	i
> Cc1occc1C(=O)N/N=C/C(Br)=C\c1ccccc1
  6	12	7	-2	6	-3	10	i	i
> CC1CCN(S(=O)(=O)c2ccc(NC(=O)[C@@H]3CCCC[C@@H]3C(=O)O)cc2)CC1
  -3	0	7	1	14	-2	-2	i	i
> CC(C)COP(=O)(c1ccc(N(C)C)cc1)C(Nc1ccccc1)c1cccnc1 (stereo not given)
  -1	-8	15	0	0	0	-8	i	i
> Cc1cc(OCc2nnc(SC(C)C(=O)O)n2-c2ccccc2)ccc1Cl (stereo not given)
  8	3	-107	0	1	-1	-2	i	i
> Cc1ccc(NS(=O)(=O)c2ccc3c(c2)NC(=O)CO3)c(C)c1
  -2	2	-2	2	-6	0	1	i	i
> COc1ccc(CCNc2nc(-c3cccc(NC(C)=O)c3)cs2)cc1OC
  8	0	6	-14	5	-1	6	i	i
> COc1cccc(NC(=O)c2cc3ccccc3cc2OC)c1
  3	11	2	3	4	0	0	i	i
> CCC(Sc1nc2ccccc2[nH]1)C(=O)Nc1ccc(NC(C)=O)cc1 (stereo not given)
  -4	-5	-1	-10	-12	1	4	i	i

Just SKN-1 inh, Rpn11 inh and FAS-TE inh (3 entries from above):
molecule	SKN-1 inh	Rpn11 inh	FAS-TE inh
CCNS(=O)(=O)c1ccc(OC)c(C)c1	-7	i	-10
CCn1c2ccccc2c2cc(NC(=O)CNC)ccc21	15	i	-1
CC(C)(CNC(=O)CCNC(=O)c1ccc(Br)cc1)N1CCOCC1	14	i	-3

Going on with the list:
Results follow in this order: NadD block	FAS-TE inh	PABP1 MLLE inh	CSN deneddyl inh	SKN-1 inh	Rin1-Abl PPI inh	MT1-MMP act inh	Neddyl block	Rpn11 inh
> Cc1cn(CC(=O)NCCc2ccccn2)c(=O)[nH]c1=O
  -3	-4	2	-3	2	-1	2	i	i
> CCCCN(C(=O)c1cccc(S(=O)(=O)N2CC(C)OC(C)C2)c1)c1c(N)n(CC(C)C)c(=O)[nH]c1=O (stereo not given)
  9	-7	-52	-4	6	0	-3	i	i
> COCCNc1nc(Oc2cccc(NC(C)=O)c2)c2sccc2n1
  7	-3	-2	-1	0	2	.	i	i
> O=C(OCc1ccccc1)/C(=C/c1cccc2ccccc12)NC(=O)c1ccccc1
  -5	24	3	2	6	-1	0	i	i
> N#CC(C(=O)NCCc1ccccc1)c1nc2ccccc2nc1N1CCCCC1 (stereo not given)
  -4	22	-79	3	-12	1	-2	i	+
> N#Cc1c(-c2ccccc2)nc(N2CCCCCC2)[nH]c1=O
  -2	-3	-1	5	2	-2	3	i	i
> O=Nc1ccc(O)c2ncccc12
  -1	29	17	1	10	-1	-11	i	i
> O=C(CN1CCC(Cc2ccccc2)CC1)NC(=O)NCc1ccccc1
  -6	0	-12	0	-4	0	0	i	i
> c1ccc(OCCN2C3=NCCN3c3ccccc32)cc1
  2	-8	7	4	-10	3	1	i	i
> Nc1ccc(C(=O)OCc2nc3cc4ccccc4cc3[nH]2)cc1
  3	0	8	-15	8	-3	3	i	i
> CCOc1ccc(N(C)S(=O)(=O)c2ccc(C)c(C(=O)Nc3nnc(C4CC4)s3)c2)cc1
  1	17	7	6	7	-2	3	i	i
> CCOC(=O)C1CCCN(C(=O)c2cc(S(=O)(=O)N3CCCCCC3)ccc2OC)C1 (stereo not given)
  7	0	-11	5	9	2	-1	i	i
> O=C(COC(=O)c1cccc(S(=O)(=O)N2CCCC2)c1)Nc1cccc(Br)c1
  -6	23	-19	-5	-14	-2	1	i	i
> Cc1ccc(C(C)(C)C)cc1S(=O)(=O)NC(=O)c1ccccc1
  -7	-7	-1	-7	11	1	6	i	i
> Cc1ccc(CNC(=O)CCC2CCCN(Cc3c(C)nn(C(C)C)c3C)C2)o1 (stereo not given)
  -1	-11	-3	-3	4	0	0	i	i

Next compounds follow.
Results follow in this order: NadD block	FAS-TE inh	PABP1 MLLE inh	CSN deneddyl inh	SKN-1 inh	Rin1-Abl PPI inh	MT1-MMP act inh	Neddyl block	Rpn11 inh
> COc1cc(Cl)c(C)cc1NC(=O)CN1CCN(C(=O)C2CC2)CC1
  2	-4	9	-4	-26	1	-4	i	i
> Cc1ccc(Oc2ncccc2NC(=O)CC(CC(=O)O)c2ccccc2)c2c1CCC2 (stereo not given)
  2	-3	7	2	10	2	0	i	i
> CC1=C(C(=O)OCCOC(C)C)C(c2cccc3ccccc23)NC(=O)N1 (stereo not given)
  -2	-2	-7	-2	-2	-1	2	i	i
> COC(=O)c1ccc2c(=O)n(Cc3ccco3)c(SCC(=O)Nc3cc(C)on3)nc2c1
  1	-3	27	1	-2	3	1	i	i
> Cc1ccc(-c2noc(CNCCCN(C)C)n2)cc1
  -3	-3	3	4	11	-1	0	i	i
> CC1Nc2ncnc(N3CCN(c4ccccc4)CC3)c2N(Cc2ccccc2)C1=O (stereo not given)
  0	5	4	1	14	-1	3	i	i
> O=C(NCc1ccccc1)C(c1cccs1)N(Cc1cccs1)C(=O)c1cnccn1 (stereo not given)
  6	2	7	3	8	2	-4	i	i
> Cc1ccc(NS(=O)(=O)c2c(C)[nH]c(C)c2C(=O)N2CCCC2)cc1Cl
  3	0	6	1	-6	1	.	i	i
> Nc1ccc2c3c(cccc13)CC2
  11	-16	93	2	3	-5	-184	.	i
> CCOc1ccc(N(CC(=O)NCCc2ccccc2)C(=O)c2csnn2)cc1
  1	2	15	-1	23	0	1	i	i
> CCC1=[N+]([O-])C(C)(/C(C)=N\O)N(O)C1(C)C (stereo not given)
  -2	-9	-6	-1	5	-1	7	i	i
> CCOC(=O)c1c(S(=O)(=O)NCC(=O)Nc2ccc(OC)cc2)c(C)n(C)c1C
  7	-2	3	-1	10	-1	-1	i	i
> O=C(Nc1ccc2c(c1)OCCO2)c1cc2sccc2n1Cc1ccccc1
  2	36	0	1	9	-3	-5	i	i
> FC(F)(F)c1cccc(-c2cncc(N3CCN(CCN4CCCC4)CC3)n2)c1
  0	-7	4	-6	32	0	8	i	i
> CN1CCc2c(n(CC(O)CN(CCO)CCO)c3ccccc23)C1=O (stereo not given)
  0	-9	11	-2	7	1	1	i	i

Source: PubChem (several laboratories)
